SENP8 block = inhibitors of human SENP8 protease; Q96LD8; recombinant SENP8, Nedd8 substrate fluorescence; inhibition, % at 20 µM; 360,000 tested, 0.64% active; in the data active = inhibition mostly above about 40%, no sharp cut-off; inactive = mostly below about 27%
Target sequence (Q96LD8 whole entry, looked up): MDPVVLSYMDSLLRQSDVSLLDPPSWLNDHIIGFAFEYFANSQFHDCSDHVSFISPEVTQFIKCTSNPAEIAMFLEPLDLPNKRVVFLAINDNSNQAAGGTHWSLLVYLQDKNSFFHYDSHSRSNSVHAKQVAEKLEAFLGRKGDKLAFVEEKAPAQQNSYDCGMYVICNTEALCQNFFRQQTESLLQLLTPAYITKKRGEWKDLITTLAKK
PfGluPho inh = PfG6PD (Plasmodium falciparum) enzyme inhibition; PfGluPho enzyme, NADPH resazurin-diaphorase fluorescence; inhibition, % at 20 µM; 350,000 tested, 0.78% active;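 active = inhibition reaching at least a set limit at 20 µM in the primary screen, cut at about 59% in these data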;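 note: 0% = DMSO wells with substrate and 100% = DMSO wells lacking glucose-6-phosphate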
SENP1 inh = inhibitors of human SENP1 SUMO protease catalytic domain. Q9P0U3. recombinant SENP1 catalytic domain, CyPet-SUMO1-YPet FRET cleavage. inhibition, % at 10 µM. 360,000 tested, 0.21% active;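 active = inhibition at least 30% at 10 µM, raw YFP signal under a set limit, fluorescence ratio 0.5 to 1.5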;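 note: 0% = enzyme with DMSO and 100% = no enzyme wells; some results filed as inactive read as strong as hits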
Target sequence (Q9P0U3 419-644 limits assumed): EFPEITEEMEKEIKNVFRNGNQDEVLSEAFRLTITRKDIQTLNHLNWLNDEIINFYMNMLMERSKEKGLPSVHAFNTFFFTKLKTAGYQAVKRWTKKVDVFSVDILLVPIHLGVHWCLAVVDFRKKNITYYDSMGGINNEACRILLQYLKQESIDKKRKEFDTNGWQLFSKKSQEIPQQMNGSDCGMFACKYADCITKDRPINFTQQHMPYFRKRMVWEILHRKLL
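system = hSENP1 catalytic domain, recombinant | reagent = SFCypet-SUMO1-SFYpet substrate at 25 nM | doses = one dose per compound, 10 µM, 0.5% DMSO | incubation = enzyme reaction for 50 min at room temperature, dark | measured by = FRET, CFP and YFP emission | controls = no-enzyme low, enzyme-DMSO high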
The depositor's hits bear a star; i = inactive. These rows are one share of the data (hit frequency here may not be typical).

Each structure is followed by: PfGluPho inh, SENP1 inh, SENP8 block
#1 CC(C)(C)OC(=O)NCCc1onc(-c2ccccc2F)c1C(=O)O
→ -6, 0, -2
#2 O=C(c1ccco1)N1CC2(CC(c3ccc(Cl)cc3)=NO2)CN1Cc1ccc(Br)cc1 (stereo unspecified)
→ 22, 1, -11
#3 COc1ccc(Cl)cc1C(=O)NC1CC(C)(C)NC(C)(C)C1
→ 8, 0, 23
#4 CCN(CC)C(=O)C1=C(C)N(Cc2ccc(C(C)(C)C)cc2)C(=O)C(CC(=O)NCCN2CCOCC2)C1 (stereo unspecified)
→ -7, -1, 3
#5 COCC#Cc1ccc2c(c1)O[C@@H](CN(C)S(=O)(=O)c1cccc(F)c1)[C@@H](C)CN([C@H](C)CO)S2(=O)=O
→ -5, 3, 1
#6 CC1=NCC(C)c2ccccc21 (stereo unspecified)
→ -1, -9, -1
#7 CN(C(=O)CCN1C(=O)/C(=C/c2ccc(F)cc2)SC1=S)C1CCS(=O)(=O)C1 (stereo unspecified)
→ -15, 2, 26
#8 CCc1ccc(-n2c(=S)sc3c(=O)[nH]c(SCC(=O)NC4CCCCC4)nc32)cc1
→ -24, 0, 12
#9 CCN(CC(=O)Nc1c(F)cccc1F)C(=O)c1cccn1C
→ 10, -3, 25
#10 COc1ccc(CCN2CC(C(=O)NCCc3ncccc3C)CCC2=O)cc1 (stereo unspecified)
→ -16, 0, 12
#11 O=Cc1cn(-c2ccccc2)nc1-c1cccc([N+](=O)[O-])c1
→ 5, 1, 20
#12 COc1ccccc1C(=O)N/C(=C/c1ccc(Br)cc1)C(=O)N1CCOCC1
→ -33, 3, 19
#13 CN1CCn2cnc(C(=O)NCc3ccccc3)c2C1=O
→ -11, 0, 9
#14 C[C@@H]1CN([C@@H](C)CO)C(=O)CCCn2nncc2CO[C@H]1CN(C)Cc1cccc(O)c1
→ -1, 1, 24
#15 CCN1C(=O)[C@H]2[C@@H](c3ccc(C)cc3)N[C@]3(CCCN(Cc4ccc(C(F)(F)F)cc4)C3=O)[C@H]2C1=O
→ -2, 1, 8
#16 Cc1ccn(CC(=O)NC2CCCN(Cc3ccccc3F)C2)n1 (stereo unspecified)
→ 0, 2, 10
#17 COCC(=O)N(C)C[C@H]1Oc2cc(Br)ccc2S(=O)(=O)N([C@H](C)CO)C[C@H]1C
→ -16, 1, 13
#18 CC1Cc2ccccc2N1C(=O)Cn1cc(C(F)(F)F)ccc1=O (stereo unspecified)
→ -8, -2, 11
#19 CCN(CC)C(=O)C1=C(C)N(CCC2=CCCCC2)C(=O)C(CC(=O)NC(c2ccccc2)c2ccccc2)C1 (stereo unspecified)
→ 12, -2, -1
#20 CC(C)c1ccc(NC(=O)CN(C)C2=NS(=O)(=O)c3ccccc32)cc1
→ -10, 3, 8

An excerpt of these results, in markdown:
| entry | Compound | PfGluPho inh | SENP1 inh | SENP8 block |
| --- | --- | --- | --- | --- |
| 10 | COc1ccc(CCN2CC(C(=O)NCCc3ncccc3C)CCC2=O)cc1 (stereo unspecified) | -16 | 0 | 12 |
| 11 | O=Cc1cn(-c2ccccc2)nc1-c1cccc([N+](=O)[O-])c1 | 5 | 1 | 20 |
| 12 | COc1ccccc1C(=O)N/C(=C/c1ccc(Br)cc1)C(=O)N1CCOCC1 | -33 | 3 | 19 |
| 13 | CN1CCn2cnc(C(=O)NCc3ccccc3)c2C1=O | -11 | 0 | 9 |
| 14 | C[C@@H]1CN([C@@H](C)CO)C(=O)CCCn2nncc2CO[C@H]1CN(C)Cc1cccc(O)c1 | -1 | 1 | 24 |
| 15 | CCN1C(=O)[C@H]2[C@@H](c3ccc(C)cc3)N[C@]3(CCCN(Cc4ccc(C(F)(F)F)cc4)C3=O)[C@H]2C1=O | -2 | 1 | 8 |

New compounds follow.
Each structure is followed by: PfGluPho inh, SENP1 inh, SENP8 block
#21 C[C@@H]1CN([C@@H](C)CO)S(=O)(=O)c2ccc(Br)cc2O[C@H]1CN(C)C(=O)c1cccc(F)c1
→ 0, 1, 8
#22 Cc1ccc(C(=O)NCc2ccc3c(c2)OCO3)c(Cl)c1
→ -15, -1, -2
#23 C[C@@H]1CN([C@H](C)CO)C(=O)CCCn2nncc2CO[C@@H]1CN(C)S(=O)(=O)c1ccc(Oc2ccccc2)cc1
→ 9, 0, 8
#24 CC(C)(CN1CCCN(CC(C)(C)C(=O)O)C1=O)C(=O)O
→ 10, 2, 16
#25 O=C(Cc1ccc(Cl)cc1)N/N=C/c1ccc(O)c(O)c1
→ 9, 1, -38
#26 Cc1noc(C)c1CCC(=O)Nc1cc(Cl)ccc1C(=O)O
→ 3, 1, 10
#27 O=C(Cn1nnc(-c2ccc(F)cc2)n1)NC(=O)NC1CCCCC1
→ 18, 0, 17
#28 O=C(Cn1sc2ccccc2c1=O)Nc1ccc(Br)cc1
→ 123*, 1, -9
#29 C[C@H](CO)N1C[C@H](C)[C@@H](CN(C)C(=O)Nc2ccnc(N3CCOCC3)c2)OCc2cnnn2CCCC1=O
→ -1, 1, -5
#30 CC(Sc1ccc(S(=O)(=O)N2CCCCC2)cn1)C(N)=O (stereo unspecified)
→ -2, 3, 14
#31 COc1ccc(CNC(=O)C2CCCN2C(=O)Nc2cccc(Cl)c2)cc1 (stereo unspecified)
→ -14, 0, 12
#32 CN1CC(O)(C(O)C(O)C(O)CO)SC1=S (stereo unspecified)
→ 39, 1, 14
#33 COc1cc2c(cc1CNC[C@H]1O[C@@H](n3ccc(N)nc3=O)[C@H](O)[C@@H]1O)OCO2
→ 5, -3, 8
#34 C[C@H]1CN(c2ccccc2)C(=O)[C@@H]1CC(=O)Nc1ccccc1
→ 11, 1, -13
#35 CCOC(=O)C1(COCc2ccccc2)CCCCC1=O (stereo unspecified)
→ -13, 3, 21
#36 CC1(C)CC(=Cc2ccccc2[N+](=O)[O-])C(=O)c2ccccc21
→ 5, 0, 20
#37 O=C(c1ccc(CS(=O)c2ccccc2Cl)o1)N1CCN(C2CCCCC2)CC1 (stereo unspecified)
→ -4, 0, 8
#38 CCOc1ccc(C2C3=C(CC(C)(C)CC3=O)N(CCCOC)C3=C2C(=O)CC(C)(C)C3)cc1OC
→ -15, -51, -395
#39 C[C@@H]1CN([C@H](C)CO)C(=O)CCCn2cc(nn2)CO[C@H]1CN(C)S(=O)(=O)c1cccc(C#N)c1
→ -3, 0, 1
#40 O=C(O)CNc1nc(NCc2ccc(Cl)cc2)ccc1[N+](=O)[O-]
→ -2, -3, 14
#41 CC1(c2ccccc2)NC(=O)N(CC(=O)N2CCc3ccccc32)C1=O (stereo unspecified)
→ 6, 1, 13
#42 O=C(c1ccc(Cl)cc1)N1CCN(c2ccc(N3CCOCC3)nn2)CC1
→ -5, -19, -498
#43 CC1C(=O)N(Cc2cn(CCC3OCCCO3)nn2)CCS(=O)(=O)N1Cc1ccc(-c2ccc(F)nc2)cc1 (stereo unspecified)
→ 7, 3, 8
#44 COc1cccc(S(=O)(=O)N(C)C[C@@H]2OCc3cn(nn3)CCCC(=O)N([C@H](C)CO)C[C@H]2C)c1
→ -3, 1, 16
#45 COc1ccc(NC(=O)N(C)C[C@@H]2Oc3cc(C#CCN(C)C)ccc3S(=O)(=O)N([C@H](C)CO)C[C@H]2C)cc1
→ 10, -2, -3
#46 CC(=O)c1ccc(Nc2ncnc3ccc(Br)cc23)cc1
→ 0, 7, -472
#47 COc1ccc(-n2nc3ccc(N)cc3n2)cc1
→ -1, -42, i
#48 C[C@H]1Cn2cnc(C(=O)Nc3ccc(CNC(=O)OC(C)(C)C)cc3)c2C(=O)N1
→ -22, 2, 26
#49 CC(C)OC(=O)N(C)C[C@H]1OCc2cnnn2CCCC(=O)N([C@@H](C)CO)C[C@H]1C
→ 14, 2, 3
#50 CCC(O)c1cnc(OCc2ccccc2)nc1OCc1ccccc1 (stereo unspecified)
→ -1, 1, 14
#51 C[C@@H]1CN([C@H](C)CO)C(=O)c2cc(Br)cnc2O[C@H]1CN(C)C(=O)CC1CC1
→ 14, 3, 12
#52 Cn1cnnc1SCC(=O)N1CCc2ccccc2C1
→ 13, 1, 0
#53 C=CCn1c(SCC(=O)NC2CCCC2)nc2ccccc21
→ 0, 4, 18

Limited to SENP8 block (2 entries from above):
nr	canonical_smiles	SENP8 block
46	CC(=O)c1ccc(Nc2ncnc3ccc(Br)cc23)cc1	-472
47	COc1ccc(-n2nc3ccc(N)cc3n2)cc1	i

PfGluPho inh, hit marks shown above
item	smiles	PfGluPho inh	SENP1 inh
28	O=C(Cn1sc2ccccc2c1=O)Nc1ccc(Br)cc1	123*	1

Whole records from above. Order of values: PfGluPho inh | SENP1 inh | SENP8 block
`CC1(C)CC(=Cc2ccccc2[N+](=O)[O-])C(=O)c2ccccc21` reads 5 | 0 | 20
`CC(C)c1ccc(NC(=O)CN(C)C2=NS(=O)(=O)c3ccccc32)cc1` reads -10 | 3 | 8
`C[C@@H]1CN([C@@H](C)CO)C(=O)CCCn2nncc2CO[C@H]1CN(C)Cc1cccc(O)c1` reads -1 | 1 | 24
`CN1CC(O)(C(O)C(O)C(O)CO)SC1=S` (stereo unspecified) reads 39 | 1 | 14
`CCOC(=O)C1(COCc2ccccc2)CCCCC1=O` (stereo unspecified) reads -13 | 3 | 21
